Compound activity (PubChem)
GLS inhibitor = blocks human kidney-isoform glutaminase activity. O94925. GLS enzymatic activity, qHTS titration. Potency, µM (doses to about 45.5 µM), for the others: top-dose activity change, negative = inhibition, most hits filed as inhibitors. hit rate 0.21% among 410,000. AID 624170; further: potency means the concentration at half of the fitted maximal effect; on the % scale 0 is the no-effect control and ±100 the full control effect
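Assay buffer: 45 mM KH2PO4 pH 8.2, 0.02% Tween-20. hKGA acts on L-glutamine (1 mM solution added); product glutamate is reported by an oxidase/peroxidase Amplex Red coupling, with fluorescence taken at baseline and 30 min.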
USP1 inh = inhibitors of human USP1/UAF1 deubiquitinase | hit rate 0.23% among 390,000 | Potency, µM (titrated, usually from 57.1 µM), inactives show at the top dose activity change, negative = inhibition, actives largely listed as inhibitors | recombinant USP1/UAF1, Ub-Rhodamine cleavage fluorescence | O94782; further: potency means the concentration at half of the fitted maximal effect; on the % scale 0 is the no-effect control and ±100 the full control effect; nearly all actives have a fitted effect of over 60% in size; inactives centre near -12
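USP1/UAF1 complex at 1 nM was preincubated with compound for 15 min at room temperature, then Ub-Rho substrate (150nM final) was added. Fluorescence (480/540 nm) was read kinetically, 6 reads every 60 seconds.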
Pin1 inhibitor = inhibitors of human Pin1; Q13526; Pin1 FP peptide displacement, HiFluor488, 10 min; Potency, µM (titrated, usually from 115 µM), for the others: top-dose activity, negative = inhibition, hits mostly inhibitors; hit rate 0.009% among 390,000; AID 504891; active means well fitted inhibition curve with a large enough effect in the polarisation, with a control signal flat, not every such curve was filed as active; inconclusive means small, poorly fitted or top-dose-only effect, or effect the other way, or a change in a side signal; inactive means no such curve, though single readings can be large or run the other way; the % refers to the polarisation; further: potency means the concentration at half of the fitted maximal effect; on the % scale 0 is the no-effect control and ±100 the full control effect
Target sequence (Q13526 whole entry, looked up): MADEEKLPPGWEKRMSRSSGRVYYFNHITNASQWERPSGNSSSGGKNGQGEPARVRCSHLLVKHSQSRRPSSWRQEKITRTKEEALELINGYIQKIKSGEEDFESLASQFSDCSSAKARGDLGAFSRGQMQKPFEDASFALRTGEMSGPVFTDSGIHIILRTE
mIDH1 inhibitor = blocks human mutant IDH1 R132H enzyme. Potency, µM (series often up to 76.6 µM), for inactives: top-dose activity change, negative = inhibition, most hits filed as inhibitors. hit rate 0.093% among 390,000. AID 602179. O75874. IDH1-R132H enzyme, NADPH consumption, diaphorase/resazurin fluorescence; further: potency means the concentration at half of the fitted maximal effect; on the % scale 0 is the no-effect control and ±100 the full control effect; nearly all actives have a fitted effect of over 65% in size
Target sequence (O75874 whole entry R132H, stated change not applied): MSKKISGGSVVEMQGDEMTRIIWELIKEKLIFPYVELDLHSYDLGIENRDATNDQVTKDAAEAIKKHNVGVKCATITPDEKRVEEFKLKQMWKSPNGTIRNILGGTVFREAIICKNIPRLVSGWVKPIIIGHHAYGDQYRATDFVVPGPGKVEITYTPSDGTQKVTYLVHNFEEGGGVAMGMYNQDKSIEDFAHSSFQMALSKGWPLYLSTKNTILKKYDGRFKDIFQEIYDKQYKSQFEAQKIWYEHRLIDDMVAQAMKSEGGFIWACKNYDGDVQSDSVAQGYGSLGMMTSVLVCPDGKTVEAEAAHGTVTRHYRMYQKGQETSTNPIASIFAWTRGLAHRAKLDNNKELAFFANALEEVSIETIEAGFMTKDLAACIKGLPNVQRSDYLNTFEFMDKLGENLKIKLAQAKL
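IDH1-R132H (0.5 ug/mL dispensed) in pH 7.5 Tris buffer was preincubated 30 min with compound, then given a substrate mix of 0.016 mM NADPH and 2 mM alpha-KG for 80 min at room temperature; remaining NADPH was read by diaphorase/resazurin fluorescence.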
Tb PGK inh = inhibitors of T. brucei phosphoglycerate kinase. Potency, µM (top dose mostly 57.5 µM), without a hit: top-dose activity change, negative = inhibition, usual class: inhibitors. hit rate 0.043% among 380,000. PGK/GAPDH coupled, Kinase-Glo luminescence, 60 min; further: potency means the concentration at half of the fitted maximal effect; on the % scale 0 is the no-effect control and ±100 the full control effect; nearly all actives have a fitted effect of over 60% in size
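Luminescent ATP detection (Kinase-Glo Plus) follows a 60-minute room-temperature incubation, with wells lacking PGK as controls. Buffer: 100 mM TEA (pH 7.6), 5 mM MgCl2, 0.01% Tween-20. Coupling enzyme GAPDH (100 nM final) supplies unstable 1,3-BPG in-well.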
HP1b binding inh = blocks HP1-beta chromodomain binding to methylated histone tails. hit rate 0.56% among 390,000. AlphaScreen HP1-beta / biotin-H3K9me3 peptide binding. Potency, µM (titrated, usually from 114 µM), for inactives: top-dose activity change, negative = inhibition, hits mostly inhibitors; further: potency means the concentration at half of the fitted maximal effect; nearly all actives have a fitted effect of over 70% in size; inactives centre near 23
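HP1-beta protein (50 nM final) preincubated 30 min at room temperature with biotinylated H3(1-18)K9me3 peptide (50 nM) in PBS pH 7.4, 0.01% Tween-20, then compound added for 30 min. AlphaScreen streptavidin donor/nickel chelate acceptor beads (10 ug/mL final), 30 min dark, luminescence read.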
rTrxR1 inhibitor = blocks rat thioredoxin reductase 1; Potency, µM (highest dose often 114 µM), inactives show top-dose activity change, negative = inhibition, usual class: inhibitors; AID 588453; recombinant rTrxR1, NADPH fluorescence consumption, selenite substrate; O89049; hit rate 1% among 390,000; further: potency means the concentration at half of the fitted maximal effect; on the % scale 0 is the no-effect control and ±100 the full control effect; nearly all actives have a fitted effect of over 65% in size
Target sequence (O89049 whole entry, looked up): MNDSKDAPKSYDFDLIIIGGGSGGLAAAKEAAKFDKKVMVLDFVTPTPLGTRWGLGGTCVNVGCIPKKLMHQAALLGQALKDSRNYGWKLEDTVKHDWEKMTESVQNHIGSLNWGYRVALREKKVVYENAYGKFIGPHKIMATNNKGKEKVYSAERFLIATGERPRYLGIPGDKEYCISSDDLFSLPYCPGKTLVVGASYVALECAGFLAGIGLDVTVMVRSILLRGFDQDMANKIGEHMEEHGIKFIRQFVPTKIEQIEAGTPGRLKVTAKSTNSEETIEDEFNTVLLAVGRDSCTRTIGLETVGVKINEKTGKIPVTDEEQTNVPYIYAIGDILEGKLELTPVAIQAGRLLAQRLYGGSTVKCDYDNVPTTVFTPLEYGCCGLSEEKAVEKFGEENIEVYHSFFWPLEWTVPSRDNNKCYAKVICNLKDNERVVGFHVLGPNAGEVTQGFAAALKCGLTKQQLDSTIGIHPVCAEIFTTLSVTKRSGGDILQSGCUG
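Rat TrxR1 (90 nM in the dispensed reagent) was pre-reduced with 400 uM NADPH for 5 min at room temperature, then incubated with compound for 15 min. After 400 uM selenite was added, NADPH fluorescence (Ex 340/Em 450 nm) was followed for 8 min.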
TrxR1 substrate = rat thioredoxin reductase 1 substrate activity; purified TrxR1 substrate turnover, NADPH consumption readout; Potency, µM (series often up to 114 µM), without a hit: at the highest dose activity change, negative = substrate turnover; hit rate 0.01% among 390,000; AID 588456; further: potency means the concentration at half of the fitted maximal effect; on the % scale 0 is the no-effect control and ±100 the full control effect; nearly all actives have a fitted effect of over 50% in size
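Rat TrxR1, dispensed at 90 nM, was prereduced with 400 uM NADPH (final) for 5 min at ~22 deg C, then incubated with compound 15 min before 400 uM selenite. A first-read NADPH fluorescence drop versus no-compound background flagged substrates.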
PI4K2A inh = inhibitors of human PI4K2A. Q9BTU6. purified PI4K2A, ADP-Glo luminescence, 1 h; stronger effect = lower value. activity change, negative = inhibition, % at 76.9 µM. hit rate 0.13% among 420,000. AID 1346378; in the data active means activity change below about -50%; inconclusive means mostly about -30% to -49%;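 further: -100% = wells without enzyme as full effect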
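PI4K2A activity was measured by ADP-Glo luminescence: enzyme (4 ug/mL stock) and phosphatidylinositol (1.2 mM stock) in Tris pH 7.5/MgCl2/EGTA/Triton X-100 buffer were reacted with ATP (300 microM stock) for one hour at ambient temperature.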
Active calls of the source: *; i = inactive; ? = inconclusive; . = no result given; & = joins results of further samples; [ ] = another dose, or the depositor's remark. Unless noted, the call rests on the fitted dose curve; in most records, active means well fitted curve in the direction sought with a large enough effect; inconclusive means small, poorly fitted or top-dose-only effect, or another doubt; inactive means no such curve, though single readings can be large; an effect the other way counts as inactive or inconclusive. A portion of the library; rates above refer to the full screens.

SMILES	GLS inhibitor	USP1 inh	Pin1 inhibitor	mIDH1 inhibitor	Tb PGK inh	HP1b binding inh	rTrxR1 inhibitor	TrxR1 substrate	PI4K2A inh
O=C(OCc1c(F)cccc1Cl)c1cnc(Cl)c(Cl)c1	-3%	-24%	3%	0%	-6%	17%	16%	3%	3
C/C(=C\c1ccco1)C1C(C#N)=C(N)Oc2n[nH]c(-c3ccc(C)cc3)c21 (centres undefined)	6%	-7%	-7%	0%	5%[11.5 µM]	20%	8%	8%	-4
CC(C)c1c(C(=O)N/N=C2\CCc3ccccc32)nnn1-c1nonc1N	-9%	-6%	3%	4%	i	40%[activator]	4%	-2%	-2
CC(C)c1nnc(NC(=O)CSc2nnc(-c3ccco3)o2)s1	-15%	-15%	4%	20%	3%	30%	21%[57.1 µM]	10%[57.1 µM]	0
CN(CC(=O)Nc1cccc(F)c1)C(=O)c1csc2c1CCCC2	-2%	-16%	-3%	9%	-2%	25%	14%	1%	2
O=S(=O)(c1ccc(-n2cnnn2)cc1)N1CCN(c2ccccc2F)CC1	3%&-14%	-7%&1%	5%&3%	-1%&-2%	-2%	17%[57 µM]	3%&-4%	-3%&-1%	8&0
CCc1ccc(NC(=O)c2cc(S(=O)(=O)NC3CCCCCC3)ccc2F)cc1	-1%	-21%	6%	-8%	4%	24%	6%[57.1 µM]	-5%[57.1 µM]	1
CN(C(=O)c1cccc(NC(=O)Cc2ccc(NC(=O)C3CCN(C(=O)c4ccccc4)CC3)cc2)c1)C1CCC1	1%	-11%	-4%	9%[38.3 µM]	-2%	29%	6%	-7%	-2
Cc1cc(=O)oc2cc(OCC(=O)NCCc3c[nH]c4ccc(F)cc34)ccc12	1%	-13%	-4%	2%	-6%	13%	23%	3%	3
CCOC(=O)N1CCN(C(=O)CSC2=NS(=O)(=O)c3cc(F)ccc3N2)CC1	4%	-18%	-1%	0%	11%	29%	4%[57.1 µM]	3%[57.1 µM]	0
CN(C(=O)COC(=O)c1cccs1)c1ccccc1	0%	-15%	.	2%	6%	.	.	.	0
CCN(C(=O)CN1C(=O)S/C(=C\c2ccccc2OC)C1=O)C1CCS(=O)(=O)C1 (centres undefined)	7%	-12%	0%	7%	-9%	31%	4%	2%	-3
COc1ccc(NC(=O)c2ccccc2)cc1NS(=O)(=O)c1ccc(F)cc1	14%	-13%	20%	4%	i	39%	5%	-7%	-6
CCC(=O)Nc1cccc(NC(=O)CSc2nnnn2C2CCCC2)c1	2%	-6%	-2%	0%	.	9%	13%	9%	-1
CCOC(=O)Nc1ccc(C(=O)/C=C/c2ccccc2)cc1	-3%	-17%	5%	2%	0%	44%[activator]	6%	1%	3
CCNC(=O)NC(=O)C(C)Oc1ccc(C(=O)OC)cc1 (centres undefined)	10%	-18%	2%	-5%	3%	41%[activator]	21%	7%	3
CN(Cc1ccccc1)C(=O)CCC1CCN(C(=O)CC2=CCCCC2)CC1	3%	-21%	1%	-5%	-6%	47%[activator]	14%	0%	1
CCOC(=O)c1c(C)[nH]c(C(=O)OC(C)C(=O)Nc2ccc(C)cc2)c1C (centres undefined)	0%	-22%	.	-3%	-7%	.	.	.	-2
Cc1cc(NC(=O)CSc2nc3ccccc3n2CC(C)C)no1	18%	3%	3%	0%	5%	37%	7%[57.1 µM]	-7%	-4
CCOC(=O)c1sc(NC(=O)C2C3C=CC(C3)C2C(=O)O)nc1C (centres undefined)	3%	6%	-7%	5%	-12%	8%	21%	3%	0

Overlap with the part before: 4 compounds, followed by the next part.
SMILES	GLS inhibitor	USP1 inh	Pin1 inhibitor	mIDH1 inhibitor	Tb PGK inh	HP1b binding inh	rTrxR1 inhibitor	TrxR1 substrate	PI4K2A inh
CN(Cc1ccccc1)C(=O)CCC1CCN(C(=O)CC2=CCCCC2)CC1	3%	-21%	1%	-5%	-6%	47%[activator]	14%	0%	1
CCOC(=O)c1c(C)[nH]c(C(=O)OC(C)C(=O)Nc2ccc(C)cc2)c1C (centres undefined)	0%	-22%	.	-3%	-7%	.	.	.	-2
Cc1cc(NC(=O)CSc2nc3ccccc3n2CC(C)C)no1	18%	3%	3%	0%	5%	37%	7%[57.1 µM]	-7%	-4
CCOC(=O)c1sc(NC(=O)C2C3C=CC(C3)C2C(=O)O)nc1C (centres undefined)	3%	6%	-7%	5%	-12%	8%	21%	3%	0
CC(C)c1ccc(C(=O)NN2CCOCC2)cc1	0%	-26%	-1%	-1%	-7%	31%[activator]	15%	4%	-1
CN(C)C(CNc1ccc(C(N)=O)cc1[N+](=O)[O-])c1ccccc1 (centres undefined)	21%	-20%	5%	-2%	-2%	-17%	0%	-5%	2
COc1ccc2nc(C)cc(N/N=C/c3ccccc3)c2c1	15%	0%	1%	-1%	-1%	-2%	-7%	-3%	5
O=C(COC(=O)c1ccc([N+](=O)[O-])s1)Nc1ccccc1	3%	?	-2%	4%	-4%	8%	?	-2%	-3
COc1ccc(CNC(=O)Cc2csc3ccccc23)cc1OC	-10%	-5%	11%	.	.	-3%	-10%	-4%	1
CN(C)c1ccc(P(=O)(Nc2ccc([N+](=O)[O-])cc2)N2CCOCC2)c(NC(=O)c2cccs2)c1 (centres undefined)	12%	-3%	-16%	-1%	0%	-9%	-2%	-10%	-2
CCOc1ccc(NC(=O)CCC(=O)N/N=C/c2ccc3c(c2)OCO3)cc1	-1%	-5%	6%	0%	0%	44%[activator]	29%	2%	-3
Cc1cccc(NC(=O)CCN2CCCCC2)c1	-2%	-19%	-4%	9%	-7%	40%[activator]	5%[57.1 µM]	-5%[57.1 µM]	1
CCCCN(CCCC)NC(=O)c1ccccc1	-7%	-5%	2%	-7%	-6%	35%	16%[57.1 µM]	5%[57.1 µM]	-4
Cc1ccccc1NC(=O)CN1C(=O)N/C(=C\c2ccc(N3CCOCC3)c(F)c2)C1=O	4%	0%	18%	-6%	-5%	1%	-7%	-6%	-2
CC(NC(=O)CN1CCN(c2ccccc2F)CC1)c1ccccc1 (centres undefined)	-18%	-18%	-1%	0%	i	34%	15%	1%	-6
CCOc1ccc(NC(=O)/C(C#N)=C/c2ccc(N3CCCC3)c(C)c2)cc1	10%	-25%	?	2%	-3%	17%	-14%	-17%	-1
O=c1c2c(-c3ccccc3)csc2ncn1/N=C/c1cn(-c2ccccc2)nc1-c1cccs1	.	.	-13%	.	.	24%	26%	11%[0.457 µM]	.
Cc1cccc(OCCCCn2c(C3CC(=O)N(c4ccccc4Cl)C3)nc3ccccc32)c1 (centres undefined)	8%	-11%	26%	-15%	i	3%	5%	-2%	-5
COc1ccc(/C=C(/NC(=O)/C=C/c2ccccc2)C(=O)NCCCCCC(=O)O)cc1	-1%	1%	18%	0%	2%	52%[activator]	0%	-6%	2
COc1ccccc1N1CCN(C2CCCN(C(=O)c3ccsc3)C2)CC1 (centres undefined)	1%	-14%	-6%	10%	-3%	18%	-27%	-6%	4
COc1ccc(CNC(=O)CN(Cc2ccccc2)S(=O)(=O)c2ccc(Cl)cc2)cc1	-2%	-15%	9%	5%	-7%	37%	6%	-9%	-1
O=C(NCC(c1cccnc1)N1CCN(c2ccc(F)cc2)CC1)OCc1ccccc1 (centres undefined)	19%	-19%	-2%	1%	-9%	9%	15%	0%	4
CCn1ncc(Br)c1C(=O)Nc1cc(C)cc(C)c1	-12%	-6%	1%	5%	-2%	51%[activator]	-12%	-3%	5
O=C(CN1C(=O)c2ccccc2Sc2ncccc21)Nc1cccc(C(F)(F)F)c1	1%	-27%	3%	-17%	-11%	2%	1%	-7%	5
COc1ccc(-n2nc(C(=O)c3cccs3)cc(-c3nc4ccccc4[nH]3)c2=N)cc1	-12%	-7%	-1%	3%	i	16%	1%	6%	-2
CC(=O)N1c2ccc(S(=O)(=O)NCC3CCC(C(=O)Nc4cccc(F)c4)CC3)cc2CC1C (centres undefined)	-6%	4%	16%	11%	-5%	20%	-3%	-9%	-13
CCOc1ccc(NC(=O)CN(C)C(=O)c2cn3ccccc3n2)cc1OCC	-3%	-11%	-2%	3%	3%	14%	-3%	-2%	1
C[C@@H](CO)NC(=O)c1nc[nH]c1C(=O)N[C@H](C)c1ccccc1	0%	?	.	-2%	i	.	.	.	0
COc1ccc2nc3oc(C(=O)NCCCOC(C)C)cc3cc2c1	1%	-27%	-5%	18%	-1%	37%	50%	184%[activator]	-3
Cc1nnc(SCCc2ccccc2)[nH]c1=O	-4%	-17%	2%	7%	-9%	50%[activator]	16%	-3%	0
CCOC(=O)c1cc(C)n(CC2CCC(C(=O)Nc3cccc(Cl)c3)CC2)c1C (centres undefined)	-4%	-3%	12%	1%	i	9%	42%[activator][57.1 µM]	-1%[57.1 µM]	-2
CCOC(=O)CC1=CSC2=NS(=O)(=O)CCN12	9%	-5%	6%	6%	i	-3%	1%	3%	-4
COCCN(C(=O)Cn1nnc2ccccc21)C(C(=O)NC1CCCCC1)c1ccc(OC)cc1OC (centres undefined)	-16%	-6%	4%	-7%	-25%	-3%	-7%[57.1 µM]	-2%	-10
